p53 PUMA act: mutant p53 pathway re-activators, primary screen, cell-based, SW480, luciferase, single point, HTS; 28,000 tested, 1.5% active; activation, % at 9.98 µM; SW480 PUMA-promoter luciferase, p53 mutant reactivation; in the data active = activation above about 52%; inconclusive = no clear call, values can overlap the other calls
STK33 kin inh: STK33 kinase inhibitors, primary screen, biochemical, luminescence, ADP-Glo, MBP substrate. Serine/threonine-protein kinase 33 (Homo sapiens), Q9BYT3. inhibition, % at 12.5 µM. 27,000 tested, 0.44% active. AID 2322, 2010; in the data active = inhibition above about 20%; inconclusive = no clear call, values can overlap the other calls
Target sequence (Q9BYT3 whole entry, looked up): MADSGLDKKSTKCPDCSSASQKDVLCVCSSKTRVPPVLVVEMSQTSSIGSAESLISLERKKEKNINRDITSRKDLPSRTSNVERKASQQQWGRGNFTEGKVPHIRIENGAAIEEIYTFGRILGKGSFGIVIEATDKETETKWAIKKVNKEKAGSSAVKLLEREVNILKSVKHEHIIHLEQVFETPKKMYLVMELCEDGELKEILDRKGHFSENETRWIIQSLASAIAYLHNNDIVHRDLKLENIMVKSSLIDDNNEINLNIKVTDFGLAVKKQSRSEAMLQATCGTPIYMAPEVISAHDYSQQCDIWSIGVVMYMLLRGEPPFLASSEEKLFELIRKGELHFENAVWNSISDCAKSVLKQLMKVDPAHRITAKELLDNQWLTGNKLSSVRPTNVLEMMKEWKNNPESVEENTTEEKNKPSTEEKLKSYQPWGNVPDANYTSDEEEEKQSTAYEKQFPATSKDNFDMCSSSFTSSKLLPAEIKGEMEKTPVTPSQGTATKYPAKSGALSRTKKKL
* = called active by the depositor; ? = inconclusive; . = not tested or not shown; & = joins results of further samples. Only part of the results is shown, so the mix of outcomes need not match the whole.

SMILES	p53 PUMA act	STK33 kin inh
CC(C)NC(=O)Nc1ccc2c(c1)CC(=O)N([C@@H](C)CO)C[C@@H](C)[C@@H](CN(C)S(=O)(=O)c1ccc(Cl)cc1)O2	.	-1
CCCC#Cc1ccc2c(c1)O[C@H](CN(C)C(=O)c1ccccc1F)[C@@H](C)CN([C@H](C)CO)S2(=O)=O	-16	.
CC(C)NC(=O)Nc1ccc2c(c1)C(=O)N([C@@H](C)CO)C[C@@H](C)[C@H](CN(C)S(=O)(=O)c1cccs1)OCCCC[C@H](C)O2	6	.
COc1ccc(NC(=O)CN(c2ccc(F)c(Cl)c2)S(C)(=O)=O)c(OC)c1	2	-1
COCCNS(=O)(=O)c1cc(F)ccc1OC	-5	-3
CC(=O)Oc1cccc(C(=O)O)c1OC(C)=O	1	1
C[C@@H]1CCCCO[C@@H](CN(C)S(=O)(=O)c2ccc(F)cc2)[C@H](C)CN([C@@H](C)CO)C(=O)c2cc(NC(=O)c3ccncc3)ccc2O1	2	.
C[C@@H]1CN([C@@H](C)CO)C(=O)c2cc(NS(=O)(=O)c3cn(C)cn3)ccc2O[C@@H]1CN(C)S(C)(=O)=O	.	-3
CC(C)NC(=O)N(C)C[C@@H]1OCCCC[C@@H](C)Oc2ccc(NC(=O)C3CCCCC3)cc2C(=O)N([C@H](C)CO)C[C@@H]1C	.	-6
C/C=C/c1ccc2c(c1)O[C@H](CN(C)S(C)(=O)=O)[C@@H](C)CN([C@@H](C)CO)S2(=O)=O	2	.
CC(C)NC(=O)N(C)C[C@@H]1Oc2ccc(NS(=O)(=O)c3ccccc3)cc2C(=O)N([C@H](C)CO)C[C@@H]1C	.	-1
C[C@H](CO)N1C[C@H](C)[C@H](CN(C)S(=O)(=O)c2cn(C)cn2)Oc2cc(C#Cc3ccc(F)cc3)ccc2S1(=O)=O	-4	.
O=C(CN1C(=O)c2ccccc2S1(=O)=O)Nc1ccc(Cl)cc1	-8	14
C[C@H](CO)N1C[C@H](C)[C@@H](CN(C)Cc2ccccc2)Oc2ccc(N(C)C)cc2C1=O	-2	.
O=C(C[C@H]1C[C@@H]2c3cc(NC(=O)Nc4ccccc4)ccc3O[C@@H]2[C@@H](CO)O1)NCc1ccncc1	11	.
COc1ccc(CN(C)C[C@H]2Oc3c(NS(=O)(=O)c4cn(C)cn4)cccc3C(=O)N([C@@H](C)CO)C[C@@H]2C)cc1	-2	.
C[C@@H]1CN([C@H](C)CO)C(=O)Cc2cc(NC(=O)NC3CCCCC3)ccc2O[C@@H]1CN(C)C(=O)Nc1ccc(F)cc1	-5	2
C[C@@H]1CCCCO[C@H](CN(C)C(=O)Nc2ccccc2)[C@@H](C)CN([C@H](C)CO)C(=O)c2cc(NC(=O)Nc3ccc(C(F)(F)F)cc3)ccc2O1	.	1
Cc1cc(C)c(S(=O)(=O)NCCN2CCN(S(=O)(=O)c3c(C)cc(C)cc3C)CC2)c(C)c1	-8	1
C[C@@H]1CN([C@@H](C)CO)C(=O)c2cc(N(C)C)ccc2O[C@@H]1CN(C)C(=O)Nc1ccccc1	.	0
O=C1O[C@@H](c2ccccc2)[C@@H](c2ccccc2)N2[C@@H](c3ccc(OCCO)cc3)[C@]3(C(=O)Nc4ccc(C#CC5(O)CCCCCC5)cc43)[C@@H](C(=O)NC[C@H](O)c3ccccc3)[C@H]12	.	6
COc1ccc(NC(=O)c2ccc(N(C)S(=O)(=O)c3ccc(OC)c(OC)c3)cc2)c(OC)c1	-6	5
CC(O)(C(=O)Nc1ccc(S(=O)(=O)c2ccccc2)cc1)C(F)(F)F (configuration not stated)	.	-4
COc1ccc(C)cc1S(=O)(=O)N(C)CC(=O)Nc1ccc(F)cc1	2	-8

Record cards, as listed above. Values in the order: p53 PUMA act	STK33 kin inh
Results for CC(O)(C(=O)Nc1ccc(S(=O)(=O)c2ccccc2)cc1)C(F)(F)F (configuration not stated) : .	-4
Results for COc1ccc(C)cc1S(=O)(=O)N(C)CC(=O)Nc1ccc(F)cc1 : 2	-8
Results for C[C@@H]1CCCCO[C@H](CN(C)C(=O)Nc2ccccc2)[C@@H](C)CN([C@H](C)CO)C(=O)c2cc(NC(=O)Nc3ccc(C(F)(F)F)cc3)ccc2O1 : .	1

Other structures:
SMILES	p53 PUMA act	STK33 kin inh
COc1cc(C[C@H]2C(=O)OC[C@@H]2Cc2ccc(OC)c(OC)c2)ccc1O	.	-7
C[C@@H]1CN([C@@H](C)CO)C(=O)Cc2cc(NC(=O)CCC(F)(F)F)ccc2O[C@H]1CN(C)Cc1ccc2c(c1)OCO2	-8	.
COc1ccc(N(CC(=O)Nc2ccc(Cl)c(Cl)c2)S(C)(=O)=O)cc1OC	-10	-1
COc1ccc(Cl)cc1NC(=O)Cc1coc2ccc3ccccc3c12	3	5
CS(=O)(=O)N(CC(=O)Nc1c(F)cccc1F)c1cc(Cl)c(Cl)cc1Cl	3	1
CCC(=O)N(C)C[C@@H]1Oc2cc(C#CC(C)C)ccc2S(=O)(=O)N([C@H](C)CO)C[C@@H]1C	9	.
N#C/C(=C(/N)Sc1ccc(N)cc1)c1ccccc1C(F)(F)F	3	-8
CS(=O)(=O)N(CC(=O)O)c1cc(Cl)c(Cl)cc1Cl	-1	-3
Cc1nn(Cc2ccc(C(=O)NC3CCCCC3)o2)c(C)c1Br	-5	-5
COc1ccc(Cl)cc1NC(=O)c1ccccc1N(Cc1ccccc1)S(C)(=O)=O	7	2
CNC[C@H]1Oc2ccc(N(C)C)cc2C(=O)N([C@H](C)CO)C[C@@H]1C	-4	.
COc1ccccc1CNC(=O)c1ccccc1N(C)S(C)(=O)=O	-9	1
C[C@@H]1CN([C@H](C)CO)C(=O)c2cc(NC(=O)Cc3ccccc3)ccc2O[C@@H]1CN(C)C(=O)Nc1ccccc1	-9	.
Cc1ccc(-c2csc3ncnc(SCC(=O)Nc4ccccc4C(C)C)c23)cc1	-2	6
CNC[C@H]1OCCCC[C@@H](C)Oc2ccc(NC(=O)CCC(F)(F)F)cc2C(=O)N([C@H](C)CO)C[C@@H]1C	.	-9
O=C(NC(=O)c1cn2cc(C(F)(F)F)cc(Cl)c2n1)Nc1ccc(Cl)cc1	.	-1
CSc1nnc(CNC(=O)OC(C)(C)C)n1C	4	.
COc1ccccc1NC(=O)C1=C(C)NC(=S)NC1c1ccccc1OCC(=O)O (configuration not stated)	-6	-2
C[C@@H]1CN([C@H](C)CO)C(=O)c2cc(NS(C)(=O)=O)ccc2O[C@@H](C)CCCCO[C@H]1CN(C)C(=O)Nc1ccccc1	10	.
O=C(CSc1nnc(-c2ccccc2)n1C1CCCCC1)Nc1ccccc1	-11	-1
C[C@@H]1CCCCO[C@@H](CN(C)C(=O)Nc2ccc(C(F)(F)F)cc2)[C@@H](C)CN([C@H](C)CO)C(=O)c2cc(NC(=O)NC3CCCCC3)ccc2O1	.	5
C[C@H]1CN([C@@H](C)CO)C(=O)c2cccc(NS(=O)(=O)c3cccs3)c2O[C@@H]1CN(C)Cc1ccc(C(F)(F)F)cc1	3	.
C[C@@H]1CCCCO[C@H](CN(C)C(=O)Cc2ccccc2)[C@@H](C)CN([C@H](C)CO)C(=O)c2cc(NC(=O)c3ccncc3)ccc2O1	-5	3
C[C@H](CO)N1C[C@H](C)[C@H](CN(C)C(=O)Nc2ccc3c(c2)OCO3)Oc2ccc(NS(C)(=O)=O)cc2C1=O	6	.
Cc1ccc(NC(=O)CSCC(N)=O)cc1C	-8	-6
C[C@H]1CN([C@@H](C)CO)C(=O)c2cc(NC(=O)NC3CCCCC3)ccc2O[C@H]1CN(C)Cc1ccccc1	.	-2
COc1cccc(CN(C)C[C@@H]2OCc3cn(nn3)CCCC(=O)N([C@H](C)CO)C[C@@H]2C)c1	.	-2
NCCNS(=O)(=O)c1cccc2c(Cl)cccc12	-7	5
COc1ccc(C2C(C(=O)O)c3ccccc3C(=O)N2Cc2ccc(Cl)cc2)cc1 (configuration not stated)	.	-3
Cn1c(=O)n(CC(=O)Nc2cccnc2)c2ccccc21	0	-1
Cc1ccccc1CN(C)C[C@H]1OCc2cnnn2CCCC(=O)N([C@@H](C)CO)C[C@H]1C	.	-2
CC(=O)O[C@@H]1[C@@H](O)[C@H](C)O[C@@H](O[C@H]2[C@@H]3C=CO[C@@H](O[C@@H]4O[C@H](CO)[C@@H](O)[C@H](O)[C@H]4O)[C@@H]3[C@@]3(CO)O[C@@H]23)[C@@H]1OC(=O)/C=C/c1ccccc1	3	-3
CC(=O)c1ccc(NC(=O)CN(c2c(C)cccc2C)S(C)(=O)=O)cc1	?	-3
Cc1nc(C)c(Oc2ccc(Cl)cc2Cl)c(N2CCCCC2)n1	-9	.
Cc1noc(C)c1S(=O)(=O)Nc1cccc2c1O[C@H](CN(C)C(=O)NC1CCCCC1)[C@H](C)CN([C@@H](C)CO)C2=O	7	.
Cc1nc(SCc2cccc(C(=O)O)c2)nc2c1CCCC2	-22	-1
C[C@H](CO)N1C[C@H](C)[C@@H](CN(C)C(=O)CC2CC2)Oc2cc(C#C[C@@H](C)O)ccc2S1(=O)=O	1	.
COc1cc(/C=C/CO)ccc1OC/C=C(\C)CCC=C(C)C	23	-7
C[C@H]1CN([C@@H](C)CO)C(=O)Cc2cc(NC(=O)C3CCCCC3)ccc2O[C@H]1CN(C)Cc1ccc(C(F)(F)F)cc1	-8	1
O=C(CSc1ccc2ccccc2n1)c1ccc2c(c1)OCCO2	-3	-2
C[C@@H]1CN([C@@H](C)CO)C(=O)CCCn2cc(nn2)CO[C@H]1CN(C)Cc1ccc2c(c1)OCCN2C	8	.
COc1ccccc1CCNC(=O)c1cnn2c(C(F)F)cc(C)nc12	-3	-3
Cc1c(O)ccc(-c2[nH]ncc2-c2nncn2-c2ccccc2)c1O	1	-1
CCc1cc(C)cc(OCC(O)Cn2cnc3ccccc32)c1 (configuration not stated)	-11	2
O=C(Nc1ccccc1)c1cc(S(=O)(=O)Nc2ccccn2)ccc1Br	-9	0
c1nc(NCC2CCCO2)c2sc3nc(N4CCCCC4)c4c(c3c2n1)CCCC4 (configuration not stated)	10	-1
C[C@H]1CN([C@@H](C)CO)C(=O)c2cccc(NC(=O)c3nc4ccccc4s3)c2O[C@@H]1CN(C)CC1CC1	-1	.
C[C@@H]1CN([C@H](C)CO)C(=O)CCCn2nncc2CO[C@@H]1CN(C)Cc1ccc2c(c1)OCO2	.	-4

Some of these compounds in order of heavy-atom count, rising:
SMILES	p53 PUMA act	STK33 kin inh
O=C(CSc1ccc2ccccc2n1)c1ccc2c(c1)OCCO2	-3	-2
O=C(Nc1ccccc1)c1cc(S(=O)(=O)Nc2ccccn2)ccc1Br	-9	0
C[C@H](CO)N1C[C@H](C)[C@@H](CN(C)C(=O)CC2CC2)Oc2cc(C#C[C@@H](C)O)ccc2S1(=O)=O	1	.

Continued:
SMILES	p53 PUMA act	STK33 kin inh
COc1ccc(NC(=O)Nc2ccc3c(c2)CC(=O)N([C@@H](C)CO)C[C@@H](C)[C@@H](CN(C)S(C)(=O)=O)O3)cc1	-2	1
C[C@@H]1CCCCO[C@H](CN(C)C(=O)Nc2ccc(F)cc2)[C@H](C)CN([C@H](C)CO)C(=O)c2cc(NS(=O)(=O)c3ccccc3)ccc2O1	-15	.
Cc1ccc(NC(=O)COc2ccccc2)c(NC(=O)c2ccccc2C)c1	6	-2
COc1ccc(CCN(C)CCCC(C#N)(c2ccc(OC)c(OC)c2)C(C)C)cc1OC (configuration not stated)	.	-4&0
CC(C)NC(=O)Nc1ccc2c(c1)C(=O)N([C@@H](C)CO)C[C@@H](C)[C@@H](CN(C)C(=O)Nc1ccc(C(F)(F)F)cc1)O2	.	-3
Cc1noc(C)c1S(=O)(=O)N(C)C[C@H]1Oc2ccc(NC(=O)Nc3ccc(F)cc3)cc2CC(=O)N([C@@H](C)CO)C[C@@H]1C	0	.
O=C1NC(Cc2c[nH]c3ccccc23)C(=O)N2CCCC12 (configuration not stated)	-7	-3
FC(F)(F)c1ccc(C2=NCCc3sccc32)cc1	34	.
C[C@@H]1CN([C@H](C)CO)C(=O)c2cc(NC(=O)C3CCCCC3)ccc2O[C@H]1CN(C)C(=O)Nc1ccc(C(F)(F)F)cc1	-6	.
O=C(NCCCN1CCCC1=O)c1cccnc1	7	0
CN1CCN(CCCn2c(-c3ccccc3)cn3c4ccccc4nc23)CC1	-8	-3
COc1ccc(NC(=O)Nc2ccc3c(c2)C(=O)N([C@H](C)CO)C[C@H](C)[C@@H](CN(C)Cc2ccncc2)O3)cc1	.	-1

Filtered by structure: those above containing bromine.
SMILES	p53 PUMA act	STK33 kin inh
Cc1nn(Cc2ccc(C(=O)NC3CCCCC3)o2)c(C)c1Br	-5	-5
O=C(Nc1ccccc1)c1cc(S(=O)(=O)Nc2ccccn2)ccc1Br	-9	0

(continued)
SMILES	p53 PUMA act	STK33 kin inh
CCOC(=O)C(Sc1cc(C)nc(N)n1)C(C)=O (configuration not stated)	4	1
C[C@@H]1CN([C@@H](C)CO)C(=O)c2cc(-c3cncnc3)cnc2O[C@H]1CN(C)C(=O)Cc1ccccn1	8	.
COc1ccccc1-c1cnc2c(c1)C(=O)N([C@@H](C)CO)C[C@@H](C)[C@@H](CN(C)Cc1cccc(F)c1)O2	14	.
C[C@H](CO)N1C[C@H](C)[C@H](CN(C)C(=O)Nc2ccc(F)cc2)Oc2cc(-c3ccc(F)cc3)ccc2S1(=O)=O	-20	.
C[C@@H]1CN([C@H](C)CO)C(=O)c2cc(NC(=O)CCCN(C)C)ccc2O[C@@H]1CN(C)C(=O)Nc1cccc2ccccc12	-7	.
Cc1cccc(NC(=O)CSc2nnc(-c3ccc(N)cc3)n2C)c1	-19	3
COc1ccc(CN(C)C[C@@H]2Oc3ccc(NC(=O)CCN4CCOCC4)cc3C(=O)N([C@H](C)CO)C[C@H]2C)cc1	11	.
COc1ccc2cc(Br)ccc2c1CC(=O)Nc1cccnc1	-5	-3
Cc1cc(Oc2nc3cc(Cl)ccc3s2)c2cc(Cl)ccc2n1	-3	.

Screens: PubChem BioAssay, Broad Institute
